GCN5L2 inh = inhibitors of human GCN5L2 histone acetyltransferase | Potency, µM (titrated, usually from 58.9 µM), inactives show top-dose activity change, negative = inhibition, most hits filed as inhibitors | Q92830 | GCN5L2 HAT assay, ThioGlo1 CoA-SH fluorescence | AID 504327 | 390,000 tested, 0.21% active
Target sequence (Q92830 whole entry, looked up): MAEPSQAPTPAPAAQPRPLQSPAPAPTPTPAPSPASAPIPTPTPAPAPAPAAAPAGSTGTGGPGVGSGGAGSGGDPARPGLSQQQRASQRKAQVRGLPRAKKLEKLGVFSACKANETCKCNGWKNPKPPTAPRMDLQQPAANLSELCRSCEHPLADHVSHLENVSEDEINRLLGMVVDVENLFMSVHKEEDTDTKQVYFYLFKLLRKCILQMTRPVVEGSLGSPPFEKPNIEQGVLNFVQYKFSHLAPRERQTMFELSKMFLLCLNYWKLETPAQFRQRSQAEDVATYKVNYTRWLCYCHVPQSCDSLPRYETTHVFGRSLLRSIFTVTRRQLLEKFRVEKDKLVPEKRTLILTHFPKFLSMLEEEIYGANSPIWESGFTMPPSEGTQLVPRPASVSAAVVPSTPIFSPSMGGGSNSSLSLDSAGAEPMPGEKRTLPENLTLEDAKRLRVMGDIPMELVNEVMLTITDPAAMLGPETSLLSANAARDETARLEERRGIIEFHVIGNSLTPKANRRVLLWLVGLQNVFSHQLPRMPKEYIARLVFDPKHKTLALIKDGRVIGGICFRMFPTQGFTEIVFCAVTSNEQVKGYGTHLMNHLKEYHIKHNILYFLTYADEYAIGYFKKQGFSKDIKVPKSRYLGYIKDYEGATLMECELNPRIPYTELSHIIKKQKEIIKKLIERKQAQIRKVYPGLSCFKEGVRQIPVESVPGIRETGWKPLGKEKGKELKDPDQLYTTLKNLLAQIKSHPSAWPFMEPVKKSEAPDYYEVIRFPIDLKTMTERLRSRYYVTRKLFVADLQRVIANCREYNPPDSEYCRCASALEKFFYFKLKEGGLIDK
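Titration-based screen in which CoA formation is detected via maleimide probe ThioGlo1 (50uM) turning fluorescent on thiol reaction; substrates H3(1-25) 75uM and acetyl-CoA 70uM, GCN5L2 20nM, 20 min incubation at room temperature.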
N370S GC = inhibitors or activators of N370S glucocerebrosidase for Gaucher disease; Potency, µM (titrated, usually from 59.4 µM), inactives show top-dose activity change, negative = inhibition, hits mostly inhibitors; 330,000 tested, 0.092% active; P04062; N370S GC spleen homogenate, 4MU-glucoside fluorescence;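 note: 0% = full enzyme activity and -100% = no enzyme basal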
FEN1 inh = blocks human flap endonuclease 1; P39748; Recombinant FEN1 flap cleavage, fluorescence, 15 min; Potency, µM (highest dose often 114 µM), for the others: top-dose activity change, negative = inhibition, usual class: inhibitors; 390,000 tested, 0.35% active; note: nearly all actives have a fitted effect of over 65% in size
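Reaction started by adding substrate (50 nM final) to 10 nM enzyme after 15 min room-temperature compound preincubation. Reads at 0 and 15 min, with data normalized and fitted to a four-parameter Hill equation.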
An asterisk follows results filed as active; ? = inconclusive; . = no result given; & = joins results of further samples; [ ] = remark or other dose. Calls come from the whole dose curve; as a rule, active = well fitted curve in the direction sought with a large enough effect; inconclusive = small, poorly fitted or top-dose-only effect, or another doubt; inactive = no such curve, though single readings can be large; an effect the other way counts as inactive or inconclusive. Unless noted, % is set by controls: 0 for no effect and ±100 for the full control effect; potency is the fitted concentration of half-maximal effect.

SMILES	GCN5L2 inh	N370S GC	FEN1 inh
COCCn1c(SCC(=O)Nc2cccc(C)n2)nnc1-c1ccco1	5%	5%	-10%
CNC(=O)[C@H]1O[C@@H](n2cnc3c(NCc4cccc(I)c4)nc(Cl)nc32)[C@H](O)[C@@H]1O	-3%&3%	-13%&-18%	9%
CC(=O)C1=C(O)C(=O)N(c2ccc(Br)cc2)C1c1ccc(Cl)cc1 (stereo not drawn)	-16%	2%	13%
O=C(Nc1ccncc1)C1c2ccccc2Oc2ccccc21	-10%	?	-21%
COc1ccc(-n2c(SCC(=O)Nc3nccs3)nnc2-c2ccoc2C)cc1	0%	5%	1%
Cc1ccc(C2(C)NC(=O)N(CC(=O)NC(=O)NC3CCCC3)C2=O)cc1 (stereo not drawn)	-25%	7%	.
Cc1ccc(C(C)NC(=S)NC2CCCCC2)c(C)c1 (stereo not drawn)	-2%	5%	-3%
Cc1cc(C)c(NC(=O)C(C)n2nc(-c3ccc(C)c(C)c3)ccc2=O)c(C)c1 (stereo not drawn)	-12%	.	14%
CC(CN1CCOCC1)OC(=O)c1ccccc1Br (stereo not drawn)	-1%	-2%	7%
CC[C@H](C)[C@H](NC(=O)[C@H](Cc1ccccc1)NC(=O)[C@H](CC(C)C)NC(=O)[C@H](CCSC)NC(=O)[C@H](CCC(=O)O)NC(=O)[C@H](CCC(=O)O)NC(=O)[C@H](CC(=O)O)NC(=O)[C@H](CO)NC(=O)[C@@H]1CCCN1C(=O)[C@H](CCCCN)NC(=O)[C@@H](N)[C@@H](C)O)C(=O)N[C@@H](Cc1ccc(O)cc1)C(=O)NCC(=O)N[C@@H](Cc1cnc[nH]1)C(=O)N[C@@H](Cc1ccc(O)cc1)C(=O)N[C@@H](CCCCN)C(=O)N[C@@H](CCC(N)=O)C(=O)N[C@@H](C)C(=O)N[C@H](C(=O)N[C@H](C(=O)NCC(=O)N[C@@H](CC(=O)O)C(=O)N[C@H](C(=O)N[C@@H](CC(N)=O)C(=O)N[C@H](C(=O)N[C@@H](CCC(=O)O)C(=O)N[C@@H](CCCNC(=N)N)C(=O)N1CCC[C@H]1C(=O)NCC(=O)N[C@@H](CCSC)C(=O)N[C@@H](CC(C)C)C(=O)N[C@@H](CC(=O)O)C(=O)N[C@@H](Cc1ccccc1)C(=O)N[C@H](C(=O)O)[C@@H](C)O)[C@@H](C)O)[C@@H](C)CC)C(C)C)[C@@H](C)O	8%	-2%	.
COc1ccc(C(=O)NCCN2C(=O)S/C(=C\c3cccnc3)C2=O)c(OC)c1OC	2%	0%	-2%
O=[N+]([O-])c1cc(Cl)ccc1NCCNc1ncc(C(F)(F)F)cc1Cl	0%	5%	1%
O=C(COC(=O)C1CC(=O)N(Cc2ccccc2)C1)c1ccc(Br)cc1 (stereo not drawn)	2%	-21%	4%
CC(C)c1ccccc1NC(=O)Nc1ccc(F)cc1F	-4%	-2%	-1%
CCc1ccccc1NC(=O)N1CCN(C(=O)c2nsc3ccccc23)CC1	2%	.	17%
C=CCSC1=C(C#N)C(c2ccccc2OCC)CC(=O)N1 (stereo not drawn)	-2%	-6%	4%
COc1ccc(C2=NOC(C(=O)NCc3ccc(F)cc3)C2)cc1OC (stereo not drawn)	-3%	2%	-2%
COc1ccc(SCC(=O)c2cc(C)c(OC(=S)N(C)C)c(C)c2)cc1	-2%	7%	-5%
COc1cccc(Nc2nc(-c3sc(N)nc3C)cs2)c1	-12%	-14%	1%
COc1ccccc1NS(=O)(=O)c1ccc(Br)s1	-13%	10%	-16%
CN(C(=O)CSc1nnnn1-c1ccc(O)cc1)C1CCCCC1	-5%	.	0%
Cc1ccccc1OCCN1C(=O)NC2(CCCc3ccccc32)C1=O (stereo not drawn)	-2%	2%	-14%
CC(=O)c1c(C)[nH]c(C(=O)CN2C(=O)NC(C)(c3ccc(C)cc3)C2=O)c1C (stereo not drawn)	-3%	-23%	4%
CCCC(O)(CCC)C(=O)NNc1ccc(C)cc1	3%	-13%	-10%
CN(C(=O)CCc1nc2ccccc2s1)c1ccccc1	-2%	11%	5%
COC(=O)c1cc(C#N)c(Oc2ccc(OC)cc2)nc1C	31%[activator]	5%	-10%
CCCCNC(=O)CCC(=O)NNc1nc2ccccc2c2nc(C)nn12	-2%&-4%	4%	11%&1%
COc1ccccc1N1CCN(/N=C/c2ccc([N+](=O)[O-])cc2)CC1	0%	6%	-18%
Cc1oc(-c2ccccc2F)nc1CS(=O)CC(=O)NCc1ccc2c(c1)OCO2 (stereo not drawn)	-12%	15%	-2%
Cc1ccc(NC(=S)N2CCN(S(=O)(=O)c3c(F)cccc3F)CC2)cc1C	-9%	-5%	-9%
CC(C)(C)c1ccc(-n2ncc3c2CCCC3NC(=O)CN2CCCC2=O)cc1 (stereo not drawn)	-6%	0%	5%
Cc1ccc(-c2cnc(NCc3ccc(C(F)(F)F)cc3)n2C)cc1	1%	.	?
CCOC(=O)c1c(C)nc2sc3c(=O)n(-c4ccc(C)cc4)cnc3c2c1-c1ccc(OC)cc1	68%[activator]	9%	-4%
CC1(C(=O)O)C=CC2(CCCCC2)N1C(=O)c1ccccc1 (stereo not drawn)	-5%	8%	-5%
Cc1ccc(C(=O)Nc2ncc(C)s2)o1	-6%	18%	-4%
COc1ccc(CC2(C)OC(c3ccc([N+](=O)[O-])cc3)=NN2C(C)=O)cc1 (stereo not drawn)	-6%	-4%	13%
Cc1ccc(NC(=O)NC2CCCc3ccccc32)cc1 (stereo not drawn)	-17%	-1%	23%
C[N+]1(CC2COC3(CCCCC3)O2)CCCCC1 (stereo not drawn)	-15%	-4%	-2%
CCCc1nnc(SCC(=O)N2CCCCC2)n1CCCOC	1%	7%	-2%
O=C(N/N=C/c1cc(Br)c(O)c(Br)c1O)c1cccnc1	-15%	-2%	-19%
CSc1ccc(S(=O)(=O)NCCSC(C)(C)C)cc1	-3%[0.501 µM]	3%	-1%
COc1ccc(C(C(=O)NC2CCCC2)N(C(=O)c2ccoc2C)c2cc(C)cc(C)c2)cc1 (stereo not drawn)	?	6%	-4%
COC(=O)CCS(=O)(=O)c1cc(Cl)ccc1Cl	-5%	14%	9%
O=C(Nc1cccn(Cc2c(Cl)cccc2Cl)c1=O)c1ccc(Cl)cc1Cl	-11%	10%	-17%
OC(CN1CCOCC1)c1ccc(F)cc1 (stereo not drawn)	0%	-7%	-2%
O=C(NCc1ccco1)c1cc(-c2cccnc2)nc2ccc(Cl)cc12	0%	-6%	-11%
COc1ccc(C2/C(=C(\O)c3ccc4c(c3)OCCO4)C(=O)C(=O)N2c2nc(C)c(C(C)=O)s2)cc1 (stereo not drawn)	-11%	-5%	-19%
COc1ccc(NC(=O)CN2C(=O)c3cccc4cccc2c34)cc1OC	-5%	6%	-2%
O=C(O)CCC(=O)OC[C@@H](NC(=O)C(Cl)Cl)C(O)c1ccc([N+](=O)[O-])cc1 (stereo partly drawn)	-2%	-9%	.
O=C1CSc2ccc(C(=O)O)cc2N1	-13%	6%	0%
CCC(C)NC(=O)CN(c1ccc2c(c1)OCO2)S(=O)(=O)c1c(C)n[nH]c1C (stereo not drawn)	-6%	3%	-15%
O=C(OCc1ccccc1)N1CCOCCN(C(=O)OCc2ccccc2)CCOCC1	-1%	9%	-5%
COC(=O)NCC12CC3CC(C1)CC(CNC(=O)OC)(C3)C2	1%	-5%	-8%
Cc1c(-c2nc(-c3ccc4c(c3)[nH]c(=O)n4C)no2)cccc1[N+](=O)[O-]	-5%	.	-15%
COc1ccc(C2=NO[C@@H]3C(=O)N(c4cccc(C)c4C)C(=O)[C@H]23)cc1OC	-13%	-10%	-17%
CCN(CC(=O)NCc1ccc(F)cc1)C(=O)c1ccc(C)o1	3%	5%	0%
CCc1nnc(NC(=O)CN2CCN(Cc3ccccc3C)CC2)s1	0%	-6%	6%
CN=C(C)/C(C(=O)OC)=C(/O)c1ccc(Cl)cc1Cl	-6%	6%	1%
O=S(=O)(c1ccc(F)cc1)N1CCc2ccccc21	-4%	0%	9%
O=C(CCC(=O)N(CC(=O)NC1CCCCC1)Cc1ccco1)Nc1nccs1	-2%	-4%	-2%
Additional entries follow:
SMILES	GCN5L2 inh	N370S GC	FEN1 inh
COC(=O)CC1Oc2ccccc2N(Cc2ccc(C)cc2)C1=O (stereo not drawn)	-2%	-19%	-9%
O=C(NCC1CCCO1)c1ccc(Br)c(S(=O)(=O)N2CCOCC2)c1 (stereo not drawn)	1%	.	20%
O=C(CCc1nnc(CCCCc2ccccc2)o1)NCCN1CCCCC1=O	0%	6%	22%
CC1CCN(C(=S)NC(=O)c2ccccc2Br)CC1	-9%	-4%	11%
CCc1nn2c(=O)cc(CSc3nc(C)cc(=O)[nH]3)nc2s1	0%	-2%	-1%
CCOc1cc(CN2CCN(c3cccc(C(F)(F)F)c3)CC2)ccc1O	-13%	3%	1%
COc1cc(C(=O)Nc2nnc(Cc3ccccc3)s2)cc(OC)c1OC	-26%	-2%	-8%
Cc1ccc(S(=O)(=O)N2CCC(C(=O)Nc3ccncc3)CC2)cc1	-2%	-5%	7%
CCN(CC)CC(=O)Nc1ccc(-c2nc3cc(NC(=O)CN(CC)CC)ccc3o2)cc1	-4%	1%	-3%
Cc1ccc(Cl)cc1NC(=O)c1ccc2nc(CCc3ccccc3)oc2c1	-12%	.	17%
Cc1sc(NC(=O)c2cccc(N3C(=O)CCC3=O)c2)nc1-c1ccccc1	0%	-5%	1%
Cc1cc(C)c(NS(=O)(=O)c2cc(-c3cnc(C4CC4)o3)ccc2C)c(C)c1	-2%	.	-10%

3 compounds already listed, arranged by SMILES length, falling:
SMILES	GCN5L2 inh	N370S GC	FEN1 inh
Cc1ccc(Cl)cc1NC(=O)c1ccc2nc(CCc3ccccc3)oc2c1	-12%	.	17%
CCOc1cc(CN2CCN(c3cccc(C(F)(F)F)c3)CC2)ccc1O	-13%	3%	1%
COC(=O)CC1Oc2ccccc2N(Cc2ccc(C)cc2)C1=O (stereo not drawn)	-2%	-19%	-9%

By substructure: the entries above with an aryl methoxy group (15)
SMILES	GCN5L2 inh	N370S GC	FEN1 inh
COc1ccc(-n2c(SCC(=O)Nc3nccs3)nnc2-c2ccoc2C)cc1	0%	5%	1%
COc1ccc(C(=O)NCCN2C(=O)S/C(=C\c3cccnc3)C2=O)c(OC)c1OC	2%	0%	-2%
COc1ccc(C2=NOC(C(=O)NCc3ccc(F)cc3)C2)cc1OC (stereo not drawn)	-3%	2%	-2%
COc1ccc(SCC(=O)c2cc(C)c(OC(=S)N(C)C)c(C)c2)cc1	-2%	7%	-5%
COc1cccc(Nc2nc(-c3sc(N)nc3C)cs2)c1	-12%	-14%	1%
COc1ccccc1NS(=O)(=O)c1ccc(Br)s1	-13%	10%	-16%
COC(=O)c1cc(C#N)c(Oc2ccc(OC)cc2)nc1C	31%[activator]	5%	-10%
COc1ccccc1N1CCN(/N=C/c2ccc([N+](=O)[O-])cc2)CC1	0%	6%	-18%
CCOC(=O)c1c(C)nc2sc3c(=O)n(-c4ccc(C)cc4)cnc3c2c1-c1ccc(OC)cc1	68%[activator]	9%	-4%
COc1ccc(CC2(C)OC(c3ccc([N+](=O)[O-])cc3)=NN2C(C)=O)cc1 (stereo not drawn)	-6%	-4%	13%
COc1ccc(C(C(=O)NC2CCCC2)N(C(=O)c2ccoc2C)c2cc(C)cc(C)c2)cc1 (stereo not drawn)	?	6%	-4%
COc1ccc(C2/C(=C(\O)c3ccc4c(c3)OCCO4)C(=O)C(=O)N2c2nc(C)c(C(C)=O)s2)cc1 (stereo not drawn)	-11%	-5%	-19%
COc1ccc(NC(=O)CN2C(=O)c3cccc4cccc2c34)cc1OC	-5%	6%	-2%
COc1ccc(C2=NO[C@@H]3C(=O)N(c4cccc(C)c4C)C(=O)[C@H]23)cc1OC	-13%	-10%	-17%
COc1cc(C(=O)Nc2nnc(Cc3ccccc3)s2)cc(OC)c1OC	-26%	-2%	-8%

Source: PubChem BioAssay (National Center for Advancing Translational Sciences (NCATS))
